Screens: PubChem, Johns Hopkins Ion Channel Center
Kir21 block: inhibitors of mouse Kir2.1 inward-rectifier potassium channel; B-score at 10 µM; Inward rectifier potassium channel 2 (Mus musculus), P35561; actives 0.85% (n = 310,000); HEK293-Kir2.1, FluxOR thallium flux fluorescence; active compounds read low;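 active = fluorescence ratio B-score at or below minus 3 SD of library scores, with starting-brightness B-score within 2 SD, cut at about -4.2 in these data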;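 also: channel flux triggered by added potassium and thallium sulfate stimulus; B-score of peak minus minimum fluorescence over baseline after thallium stimulus; more negative B-score means stronger Kir2.1 block with less thallium influx; some compounds called inactive have numbers as strong as hits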
Target sequence (P35561 whole entry, looked up): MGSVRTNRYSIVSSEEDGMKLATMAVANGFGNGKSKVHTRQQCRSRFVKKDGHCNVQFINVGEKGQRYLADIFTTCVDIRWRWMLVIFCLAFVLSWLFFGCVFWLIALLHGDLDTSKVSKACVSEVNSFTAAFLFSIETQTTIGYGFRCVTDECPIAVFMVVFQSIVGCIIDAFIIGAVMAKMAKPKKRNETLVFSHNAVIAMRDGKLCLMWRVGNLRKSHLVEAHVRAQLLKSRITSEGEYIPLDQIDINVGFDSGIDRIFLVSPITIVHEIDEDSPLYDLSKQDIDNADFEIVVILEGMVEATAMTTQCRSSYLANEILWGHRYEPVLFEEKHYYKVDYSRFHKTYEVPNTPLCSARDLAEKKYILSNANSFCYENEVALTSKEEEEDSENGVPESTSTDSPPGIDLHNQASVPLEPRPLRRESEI
CHT block: inhibitors of human choline transporter CHT | B-score at 10 µM | actives 0.86% (n = 310,000) | CHT-expressing cells, membrane potential dye, choline response; active compounds read low | AID 488975, 2010;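 active = B-score over 3 SD under the library average, and starting fluorescence ratio not unusually high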;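 also: choline stimulus applied at its EC90 after an EC20 pre-addition; B-score computed on integrated fluorescence ratio after choline addition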
Target sequence (Q9GZV3 whole entry, looked up): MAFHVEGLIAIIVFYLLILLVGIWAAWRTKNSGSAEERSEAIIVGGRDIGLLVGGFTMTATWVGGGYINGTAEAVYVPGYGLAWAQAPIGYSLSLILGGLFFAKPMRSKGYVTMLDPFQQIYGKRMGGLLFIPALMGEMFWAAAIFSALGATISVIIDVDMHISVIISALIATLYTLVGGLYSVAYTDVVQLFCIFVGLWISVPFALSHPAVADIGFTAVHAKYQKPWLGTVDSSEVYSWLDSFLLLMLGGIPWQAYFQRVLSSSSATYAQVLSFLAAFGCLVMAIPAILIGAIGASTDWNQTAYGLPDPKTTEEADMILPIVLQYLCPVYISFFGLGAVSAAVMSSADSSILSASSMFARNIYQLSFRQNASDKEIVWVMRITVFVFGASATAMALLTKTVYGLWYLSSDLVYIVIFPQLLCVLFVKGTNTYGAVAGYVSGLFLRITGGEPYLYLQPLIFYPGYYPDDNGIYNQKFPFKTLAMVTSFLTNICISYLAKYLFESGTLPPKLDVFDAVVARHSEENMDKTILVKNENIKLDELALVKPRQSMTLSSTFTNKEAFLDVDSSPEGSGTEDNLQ
* marks the source's active call; other numbers are inactive results; i = inactive; · = no result given.

Every second line gives: Kir21 block | CHT block
- COc1ccc(-c2csc(N3CCN(S(=O)(=O)c4ccc5c(c4)NC(=O)CO5)CC3)n2)cc1
 : 0.17 | i
- CCOC(=O)N1CCC(NC(=O)C2CCN(S(=O)(=O)N3CCC(C)CC3)CC2)CC1
 : · | i
- CCCCCCOC(=O)Sc1nc2ccccc2o1
 : 0.8 | i
- CCc1nccn1S(=O)(=O)c1ccc(C)c(C)c1
 : -1 | i
- Cc1ccc(OCC(=O)NNC(=O)c2cccnc2)cc1C
 : -0.65 | i
- CCOC(=O)c1cc(C(=O)NC(C)c2ccccc2)c(=O)[nH]c1C (stereo not given)
 : 0.6 | -12*
- CCOc1ccc(Cc2nc(-c3nonc3N)no2)cc1OCC
 : 1.6 | i
- CCCCCCOc1ccc(C(=O)NCCCn2ccnc2)cc1
 : -0.87 | i
- CCOc1cc(/C=C/C(=O)c2ccc3c(c2)OCCO3)ccc1OCC(=O)N(C)C
 : -0.8 | i
- Cc1ccc(NC(=O)CSc2ncc3ccccn23)cc1
 : -0.96 | i
- O=c1oc(-c2ccccc2NS(=O)(=O)c2ccc(Cl)cc2)nc2ccccc12
 : 0.42 | i
- CN(CC(=O)NCCc1ccc(Cl)cc1)S(=O)(=O)c1ccc2c(c1)c(=O)n(C)c(=O)n2C
 : 1.9 | i
- COc1ccccc1NC(=O)C1CC(=O)OC1c1ccccc1 (stereo not given)
 : -2.2 | i
- O=C(Nc1nnc(-c2ccco2)o1)C1CCCCC1
 : -0.31 | i
- O=C(Nn1cnnc1)c1ccc(Cl)cc1
 : -0.02 | i
- O=C(NCc1ccccn1)c1ccco1
 : -1 | i
- C=CCOc1c(Br)cc(CNn2nnnc2N)cc1OCC
 : -1.8 | i
- COc1ccc(OCc2nc(N)nc(Nc3cccc(C)c3C)n2)cc1
 : 0.52 | i
- Cc1ccc(CNC(=O)c2ccc3c(=O)n4c(-c5ccc(C)cc5)csc4nc3c2)cc1
 : -0.67 | i
- CCC(=O)NC(=S)Nc1cccc(Cl)c1N1CCCCC1
 : 0.03 | i
- COc1ccc(/C=C2\N=C(c3ccccc3Cl)NC2=O)cc1
 : -0.7 | ·
- COc1ccc(C2C(C(=O)c3ccco3)=C(O)C(=O)N2CCN2CCOCC2)c(OC)c1 (stereo not given)
 : 1.1 | i
- Cc1cccc(C)c1NC(=O)CNC(=O)c1cn(-c2ccccc2)nc1-c1ccccc1
 : -1.7 | i
- O=C(COCc1cc(-c2ccc3c(c2)OCO3)on1)Nc1cccnc1Cl
 : -0.31 | i
- c1ccc2nc(-c3ccc(N4CCOCC4)cc3)ccc2c1
 : 0.32 | i
- O=C(NCCS(=O)(=O)N1CCN(Cc2ccccc2)CC1)c1ccccc1
 : 0.51 | i
- C=CCSc1nnc(NC(=O)CCNC(=O)c2ccco2)s1
 : -1.6 | i
- CCOC(=O)c1ccccc1N1C(=O)C2Sc3[nH]c(=O)sc3C(/C=C/c3ccccc3)C2C1=O (stereo not given)
 : -0.44 | i
- COc1ccc(CCNC(=O)CCCCCN2C(=O)c3ccccc3C2=O)cc1OC
 : 2.7 | i
- Cc1ccc(N=c2sc(C)c(C)n2C)cc1
 : 1.1 | i
- O=C(NCCCN1CCOCC1)NC12CC3CC(CC(C3)C1)C2
 : -0.39 | i
- COC(=O)c1c(NC(=O)COC(=O)c2ccc(O)cc2)sc2c1CCCCC2
 : -0.12 | i
- O=c1[nH]c2ccccc2cc1CN(c1ccccc1)S(=O)(=O)c1ccccc1
 : 3 | i
- COc1cc2c(cc1OC)CN(C1CCC(C)CC1)CC2 (stereo not given)
 : 2.3 | i
- CNC(=O)COC(=O)c1nc(-n2nc(C)cc2C)ccc1Cl
 : -0.51 | i
- CCc1nc(SCc2ccccc2)n[nH]1
 : -0.4 | i
- CN(CCC#N)S(=O)(=O)c1ccc2c(c1)c(=O)n(C)c(=O)n2C
 : 0.16 | i
- O=C(CNS(=O)(=O)c1c(Cl)cccc1Cl)OCC(=O)c1ccc[nH]1
 : 0 | i
- COc1cc([N+](=O)[O-])ccc1NC(=O)CCCOc1ccccc1
 : 0.43 | i
- COc1cc(/C=C(\C#N)C(=O)NCC2CCCO2)ccc1OC(C)C (stereo not given)
 : -1.2 | i
- CCc1nc(SCc2ccc(Br)cc2)n[nH]1
 : -0.02 | i
- O=C(c1ccncc1)N1CCN(CCc2ccccc2)CC1
 : 1.1 | i
- O=C(Cc1ccc(-n2c(=S)[nH]c3ccccc3c2=O)cc1)N1CCC(N2CCCCC2)CC1
 : -0.67 | i
- O=C(CSc1nc2ccccc2o1)NCCOc1ccccc1
 : -3.1 | i
- COC(=O)NNC(=O)COc1cc(C)ccc1C
 : -0.81 | i
- CCOc1ccc(N(C)S(=O)(=O)c2cc(-c3cc(C)no3)ccc2OC)cc1
 : -0.77 | i
- Cc1nc(Cl)c(S(N)(=O)=O)c(C)c1Cl
 : 0.29 | i
- O=C(Sc1ccc(Cl)cc1)c1ccccn1
 : -0.3 | i
- CN(C)/C=N/NC(=O)c1ccccc1Cl
 : -0.24 | i
- Cc1n[nH]c(C)c1Cc1c(F)cccc1Cl
 : 0.75 | i
- O=C(NCc1ccccc1Cl)C1CCCN(S(=O)(=O)c2cccc3nonc23)C1 (stereo not given)
 : 0.83 | i
- COCCCn1c(SCC(=O)Nc2nnc(C)s2)nnc1-c1ccoc1C
 : 0.4 | i
- COc1cccc(OCc2cc(C(=O)N3CCN(C4CCCCC4)C(=O)C3)no2)c1
 : -0.07 | i
- COC(C[C@@H]1O[C@H]1[C@@H](O)[C@@H](C)OCc1ccccc1)OC
 : 0.1 | ·
- CN(CC(=O)NCc1ccncc1)S(=O)(=O)c1ccccc1
 : -0.48 | i
- CCCN1CCN(CCCNC(=O)C(CC)n2nc(C)c3sc4ccccc4c3c2=O)CC1 (stereo not given)
 : 0.21 | i
- CCc1ccc(N(CC(=O)NC2CCCCC2)C(=O)CCC(=O)Nc2ccccn2)cc1
 : 0 | i
- O=C(N/N=C/c1cc([N+](=O)[O-])cc([N+](=O)[O-])c1O)/C(=C\c1cccs1)NC(=O)c1ccccc1
 : -0.98 | i
- O=C(c1ccc(NC(=S)NCc2ccco2)cc1)N1CCOCC1
 : -0.15 | i
- NC(=O)COC(=O)/C=C/c1cccc(Br)c1
 : -1.6 | i

The final 6 compounds of the section before are carried over, then new ones follow:
Every second line gives: Kir21 block | CHT block
- CN(CC(=O)NCc1ccncc1)S(=O)(=O)c1ccccc1
 : -0.48 | i
- CCCN1CCN(CCCNC(=O)C(CC)n2nc(C)c3sc4ccccc4c3c2=O)CC1 (stereo not given)
 : 0.21 | i
- CCc1ccc(N(CC(=O)NC2CCCCC2)C(=O)CCC(=O)Nc2ccccn2)cc1
 : 0 | i
- O=C(N/N=C/c1cc([N+](=O)[O-])cc([N+](=O)[O-])c1O)/C(=C\c1cccs1)NC(=O)c1ccccc1
 : -0.98 | i
- O=C(c1ccc(NC(=S)NCc2ccco2)cc1)N1CCOCC1
 : -0.15 | i
- NC(=O)COC(=O)/C=C/c1cccc(Br)c1
 : -1.6 | i
- CCc1cc2c3c([nH]c2cc1S(=O)(=O)N1CCC2(CC1)OCCO2)CCCC3=O
 : -0.44 | i
- O=C(OCc1nnc(-c2ccccc2)o1)c1cc([N+](=O)[O-])ccc1Cl
 : -0.01 | i
- CC(=O)N(Cc1cc2c(C)cc(C)cc2[nH]c1=O)C1CCCCC1
 : 3.5 | i
- O=C1C/C(=C/NCc2ccccc2)C(=O)N1
 : · | i
- CCOC(=O)C1CCCCN1C(=O)CCn1nnnc1CN1CCOCC1 (stereo not given)
 : 0.65 | i
- Cc1ccc(C)c(N2CCN(C(=O)c3ccc4c(c3)c(C)c(C)n4C)CC2)c1
 : 0.33 | i
- CCOC(=O)Cc1nn(C)c(=O)c2ccccc12
 : 0.6 | i
- CC(C)(C)C(=O)Nc1ccccc1N1CCN(c2ccc(F)cc2)CC1
 : 0.65 | i
- CCOC(=O)C1(Cc2ccc(Cl)cc2)CCN(Cc2ccon2)CC1
 : 0.27 | i
- CCC1=NN(S(=O)(=O)c2ccc(C)cc2)C(O)(C(F)(F)F)C1 (stereo not given)
 : -2.3 | i
- O=C(NCc1ccccn1)c1ccc(/C=N/O)nc1
 : 0.23 | i
- COc1ccc(/C(C)=N/NC(=O)CNC(=O)c2cccs2)cc1
 : -1.1 | i
- CC1CCCN(CCOc2cccc(Oc3ccccc3)c2)C1 (stereo not given)
 : -2.3 | i
- COc1ccc(C)cc1Cn1c(S(C)(=O)=O)nc2ccccc21
 : -3.2 | i
- CC(OCc1ccccc1)C(NC(=O)OC(C)(C)C)C(=O)NCC1CCCO1 (stereo not given)
 : 0.04 | i
- N#Cc1sc2nccc(Nc3ccccc3)c2c1N
 : -1.1 | i
- Cc1ccc(S(=O)(=O)NCC2COc3ccccc3O2)cc1 (stereo not given)
 : -1.9 | i
- N#CCCn1nc(Cc2cccc3ccccc23)c(C#N)c1N
 : 0.14 | i
- Cc1cc2ccccn2c1C(=O)c1ccccc1Br
 : 0.68 | i
- O=C(CN1CCOCC1)Nc1c2c(nc3c1CCC3)CCC2
 : 1 | i
- CC(=O)Nc1ccc(NC(=O)C2CCCN(c3ncccn3)C2)cc1 (stereo not given)
 : -0.44 | i
- CCOc1ccc(C2NC(=O)c3sc(=S)n(-c4ccccc4)c3N2)cc1 (stereo not given)
 : -1.8 | -4.9*
- CCCCCCCCCC(=O)OCC(O)CO (stereo not given)
 : 1.3 | i
- Cn1c(=O)n(/N=C/c2ccccc2)c2ccccc21
 : 0.05 | i
- Cc1ccc(OCCn2cnc3cc([N+](=O)[O-])ccc3c2=O)cc1
 : 1.1 | i
- CC1CC(C)(C)NCc2ccccc21 (stereo not given)
 : -0.14 | i
- COc1ccc(N2CCN(C(=O)CCCCCn3c(=O)[nH]c4ccsc4c3=O)CC2)cc1
 : 2.3 | i
- C=CCn1c(=S)[nH]c2nc3c(cc2c1=O)COC(C)(C)C3
 : 0.05 | i
- COCC1CCCN(C(=O)c2ccc3oc(CCCc4ccccc4)nc3c2)C1 (stereo not given)
 : 0.79 | i
- Cc1ccc(NC(=O)c2cc(S(=O)(=O)N3CCOCC3)ccc2F)c(C)c1
 : 1.7 | i
- COc1ccc(NC(=O)Cn2nc(Cc3cccnc3)c3ccccc3c2=O)c(OC)c1
 : -0.26 | i
- CCOc1cc(C2NC(=O)CCC2[N+](=O)[O-])cc(Br)c1OCC (stereo not given)
 : 0.44 | i
- Cc1ccc(C(=O)NCCCCNC(=O)c2ccc(C)o2)o1
 : 3.1 | i
- CC(C(=O)Nc1ccccc1C(=O)N1CCCC1)n1nnc2ccccc21 (stereo not given)
 : 1.2 | i
- CN1C(=O)C(CC(=O)Nc2ccc(Cl)cc2)N(Cc2ccco2)C1=S (stereo not given)
 : -1.1 | i
- O=C(c1ccco1)N(Cc1ccc([N+](=O)[O-])cc1)c1ccc(Br)cc1
 : 0.16 | i
- CCN(CC)CCNC(=O)c1ccc(NC(=O)c2ccc(C(=O)c3ccccc3)cc2)cc1
 : 0.09 | i
- C/C(=N\NC(=O)C1CC1c1ccccc1)c1cccs1 (stereo not given)
 : -0.97 | i
- CCC(=O)N1CCc2cc(Br)cc(S(=O)(=O)N(C)c3ccc(OC)cc3)c21
 : 1.2 | i
- CCN(CC)CCCNC(=O)c1cn(CC)c2ccc(S(=O)(=O)N3CCc4ccccc4C3)cc2c1=O
 : -1.2 | -12*
- Cc1cc(C)c2oc(=O)cc(CN3CCC(C)CC3)c2c1
 : 1.8 | i
- OCC1(CC2CCCCO2)CCN(Cc2cccc(O)c2)CC1 (stereo not given)
 : 1.6 | i
- CNC(=O)CN1C(=O)CSc2nc(C)cc(C)c21
 : 0.23 | i
- C[C@@H]1C[C@H]2[C@@H]3C[C@H](F)C4=CC(=O)C=C[C@]4(C)[C@@]3(F)[C@@H](O)C[C@]2(C)[C@@]1(O)C(=O)CO
 : 0.02 | i
- COc1ccc(N(C)S(=O)(=O)c2cccc(C(=O)OCC(=O)Nc3sc4c(c3C#N)CCCCC4)c2)cc1
 : 2.2 | i
- CCCCCCn1c(-c2ccco2)nc2oc3cc(OC)ccc3c(=O)c2c1=O
 : 0.8 | i
- CN(C)C=Nc1nonc1-c1ncn[nH]1
 : 0.11 | i
- CCc1cc2ccc(C)cc2nc1SCC(=O)NC1CCCC1
 : -0.19 | i
- O=C(O)c1ccccc1/C=N/Nc1nc(N2CCCCC2)nc(N2CCCCC2)n1
 : 1.9 | i
- Cc1noc(/C=C/N(C)C)c1S(=O)(=O)N1CCCC(C(=O)NCc2cccs2)C1 (stereo not given)
 : 0.72 | i
- CC/C(=N\NC(=O)c1ccc2c(c1)OCO2)C12CC3CC(CC(C3)C1)C2
 : 0.68 | i
- Cc1nn(CCCC(=O)NCc2ccco2)c(=O)c2nn(-c3ccccc3)c(C)c12
 : -0.57 | i
- COCCNC(=O)C1CCC(=O)N1S(=O)(=O)c1ccc(C)cc1 (stereo not given)
 : -0.95 | i
- CCCn1c(=N)n(CC(O)COc2cccc(C)c2)c2ccccc21 (stereo not given)
 : -2 | -5.3*
- C=CCn1c(C)cc(C(=O)COC(=O)C2CC(=O)N(Cc3ccccc3)C2)c1C (stereo not given)
 : -0.74 | i
- CC1=NN(C(=O)c2csc(C(C)C)c2)C(O)(C(F)(F)F)C1 (stereo not given)
 : -0.3 | i
- O=C(O)CCS(=O)(=O)c1cccc2cccnc12
 : 1.2 | i
- COC(=O)C1=C(C)N(C)C(=O)NC1c1c(OC)ccc2ccccc12 (stereo not given)
 : 0.09 | i
- Cc1ccc(S(=O)(=O)N2CCN(S(=O)(=O)N(C)C)CC2)c(C)c1
 : -0.75 | i
- Cc1ccc(S(=O)(=O)Nc2nc(C)c(C(=O)NNS(=O)(=O)c3cc(C)ccc3C)s2)cc1
 : 0.02 | i
- CCOc1ccc(NC(=O)CCN2CCN(S(=O)(=O)c3ccc(F)cc3)CC2)cc1
 : 0.06 | i
- COCc1ccc(C(=O)N2CCCC(C(=O)c3cccc(C(F)(F)F)c3)C2)o1 (stereo not given)
 : 1.7 | i

Compounds as they come. About 1.6% of those tested had a hit in this group.
